# TMEM16A act – mouse TMEM16A channel activation, primary screen. HEK293 TMEM16A/YFP-H148Q/I152L, iodide quench fluorescence; hits give low values. B-score at 10 µM. actives 0.3% (n = 340,000);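 active = fluorescence-ratio B-score plate-corrected deviation score at least 3 library SD below zero, with starting fluorescence score within 5 deviations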;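 also: channel opened by trigger with iodide after compound preincubation; score built on the fluorescence ratio of max minus min over baseline; more negative score means more quench and so TMEM16A activation or potentiation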
# Target sequence (Q8BHY3 whole entry, looked up): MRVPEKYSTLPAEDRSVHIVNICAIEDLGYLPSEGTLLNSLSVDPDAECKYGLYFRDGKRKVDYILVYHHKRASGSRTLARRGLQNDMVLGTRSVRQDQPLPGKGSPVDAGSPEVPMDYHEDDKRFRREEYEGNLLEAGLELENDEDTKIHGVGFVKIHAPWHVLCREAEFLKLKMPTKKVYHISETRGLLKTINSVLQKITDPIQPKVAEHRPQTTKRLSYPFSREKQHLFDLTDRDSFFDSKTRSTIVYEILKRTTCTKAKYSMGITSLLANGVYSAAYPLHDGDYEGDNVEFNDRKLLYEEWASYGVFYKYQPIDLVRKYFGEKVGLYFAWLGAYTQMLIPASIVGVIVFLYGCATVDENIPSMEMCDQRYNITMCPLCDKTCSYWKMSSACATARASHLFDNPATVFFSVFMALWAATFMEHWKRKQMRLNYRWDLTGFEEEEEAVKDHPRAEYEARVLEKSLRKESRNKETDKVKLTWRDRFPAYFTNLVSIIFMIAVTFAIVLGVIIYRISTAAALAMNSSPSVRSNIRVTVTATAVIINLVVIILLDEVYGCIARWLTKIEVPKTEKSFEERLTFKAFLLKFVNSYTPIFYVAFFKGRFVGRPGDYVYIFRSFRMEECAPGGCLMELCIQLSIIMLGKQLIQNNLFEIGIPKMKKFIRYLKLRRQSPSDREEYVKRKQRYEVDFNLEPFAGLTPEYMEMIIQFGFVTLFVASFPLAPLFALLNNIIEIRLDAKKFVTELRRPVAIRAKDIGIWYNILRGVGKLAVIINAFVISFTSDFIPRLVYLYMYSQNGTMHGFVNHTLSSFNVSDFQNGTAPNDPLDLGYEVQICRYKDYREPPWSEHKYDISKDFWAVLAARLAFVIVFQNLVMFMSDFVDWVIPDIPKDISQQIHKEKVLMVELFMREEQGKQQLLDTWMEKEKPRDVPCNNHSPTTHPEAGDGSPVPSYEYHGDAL
# RGS4 inh – human RGS4 inhibition; P49798; HEK293 M3R/RGS4 inducible, Fluo-4 calcium flux; hits give high values; triggered by carbachol at its EC20; B-score at 10 µM; actives 0.45% (n = 310,000); AID 463165;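 active = B-score, a plate-corrected calcium signal, over three deviations above library mean, with baseline fluorescence within five deviations of library mean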;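 also: RGS4 expression induced by doxycycline in cells with stable M3 receptor; B-score is computed from the integrated fluorescence ratio over baseline after carbachol; higher B-score means a larger calcium signal and so more RGS4 inhibition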
# KCNK3 block – human KCNK3 channel inhibition, primary screen | O14649 | CHO-KCNK3 thallium flux, FluxOR fluorescence; hits give low values | B-score at 10 µM | actives 0.84% (n = 340,000);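 active = B-score under library mean minus 4 SD, starting fluorescence ratio at most library mean plus 5 SD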;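 also: more negative B-score means stronger inhibition of thallium flux through KCNK3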
# KCNK9 inh – blocks the human KCNK9 two-pore domain potassium channel | Q9NPC2 | HEK293 KCNK9, FluxOR thallium flux fluorescence; hits give low values | B-score at 10 µM | actives 1.2% (n = 310,000);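 active = ratio B-score over 3 SD below the library mean, with starting fluorescence within 5 SD of its mean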;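 also: negative B-score means less thallium flux so channel inhibition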
# ANO1 block – blocks the mouse calcium-activated chloride channel TMEM16A | normalized B-score (activity score, 25-100; higher = stronger inhibition) at 10 µM | actives 1.2% (n = 310,000) | HEK293 TMEM16A/YFP iodide influx fluorescence, ionomycin | Q8BHY3;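 active = ratio plate-corrected score three or more library SD toward inhibition, starting fluorescence score within five deviations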;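 also: score derived from kinetic fluorescence span divided by baseline fluorescence per well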
# KCNQ1 inh – blocks the human KCNQ1 potassium channel; P51787; CHO-K1 KCNQ1, FluxOR thallium flux fluorescence; hits give high values; B-score at 10 µM; actives 1.3% (n = 310,000); AID 2642;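 active = compounds whose thallium flux B-score, printed positive for inhibition, exceeds three library SD while starting fluorescence stays within three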;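 also: channel opened by potassium depolarization with thallium stimulus after 20 min compound exposure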
# HDAC3 inhib – blocks human histone deacetylase 3 | O15379 | recombinant HDAC3, fluorogenic peptide/trypsin coupled, fluorescence | inhibition, % at 8.3 µM | actives 0.15% (n = 320,000) | AID 2718; in the data active = inhibition above about 26%, passing the limit was not always enough; inconclusive = no clear call, values can overlap the other calls
# RGS4 pot – RGS4 potentiation or activation; actives 0.92% (n = 310,000); AID 463111; B-score at 10 µM; HEK293 M3R/inducible RGS4, carbachol calcium flux Fluo4; hits give low values;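 active = B-score of the integrated calcium signal more than 4 SD below the library mean, with starting fluorescence not abnormally high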;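 also: negative B-score means reduced calcium response which marks RGS4 activation or potentiation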
#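 test system = M3R-expressing HEK293 line, RGS4 induced by doxycycline | probe or stimulus = carbachol at ECmax as muscarinic agonist stimulus | timing = dye loading 30 min 37 °C, buffer rest 30 min RT | signal = calcium dye Fluo4 fluorescence | evaluation = B score from integrated fluorescence ratio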
# SKKanGAS inh – inhibitors of SKKanGAS S. pyogenes growth in kanamycin (SK-promoter or general growth effect); BacTiter-Glo, 6 h; AID 1662; actives 1.3% (n = 300,000); inhibition, % at 7.5 µM;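 active = mean replicate score, as percent of positive control median, at least 50; inconclusive = mean below 50 but one replicate at or above 50; inactive = mean and every replicate below 50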;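 also: strain carries kanamycin resistance gene driven by streptokinase promoter and grows in 40 µg/ml kanamycin; loss of luminescence reflects streptokinase promoter inhibition or plain growth inhibition; 0% = median of DMSO wells and 100% = positive control at its reference dose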
# hERG rescue – compounds protecting human hERG from proarrhythmic drug block. Q12809. CHO-hERG, FluxOR thallium flux, dofetilide IC70 present. activation (rescue from dofetilide block), less the hit threshold, % at 10 µM. actives 0.51% (n = 310,000);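 active = activation above the mean of controls blocked by dofetilide plus 5 SD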;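 also: thallium influx through hERG after potassium depolarization seen as dye fluorescence rise; in these data hits start at about 4.7%; inactives centre near -7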
# KCNQ1 act – human KCNQ1 channel potentiation or activation. P51787. CHO-K1 KCNQ1, thallium flux FluxOR fluorescence; hits give high values. B-score at 10 µM. actives 0.35% (n = 310,000);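 active = fluorescence ratio B-score, a plate-corrected score, at least three library SD, with initial intensity B-score within 5 SD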
#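 Assay system: stable KCNQ1 CHO-K1 line; medium: assay buffer, equal DMSO in all wells; timing: 90 min dye loading and 20 min compound exposure, both at room temperature; technique: kinetic FluxOR thallium fluorescence, 10-s 1-Hz baseline, 110-s post-stimulus read; read-out basis: B score of baseline-normalized fluorescence ratio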
# Numbers without * were called inactive; i = inactive; ? = inconclusive; . = not tested or not shown; & = joins results of further samples.
(1) CC1=C(C(=O)OCC2CCCO2)C(c2ccc(C)cc2)C2=C(CCCC2=O)N1 (stereo not drawn)
(2) N#CC(C#N)=C(N)CSc1cccc[n+]1[O-]
(3) CC(C)c1ccc(NC(=O)c2ccc(NS(C)(=O)=O)cc2)cc1
(4) O=C1c2ccccc2-c2nccnc21
(5) COc1ccc(CCNC(=S)Nc2ccc(OC)cc2)cc1
(6) O=S(=O)(NCc1cccs1)c1ccc(Br)cc1
(7) O=C(NCCSc1ccccc1)c1ccccc1F
(8) Cc1sc(NC(=O)Cc2ccc3c(c2)OCO3)nc1-c1ccc2c(c1)CCN2C(=O)c1ccc(F)cc1
Assay by compound,1,2,3,4,5,6,7,8
TMEM16A act,i,i,i,i,i,i,i,i
RGS4 inh,i,i,i,i,i,i,i,i
KCNK3 block,i,i,i,i,i,i,i,i
KCNK9 inh,i,i,i,i,i,i,i,i
ANO1 block,i,i,i,i,i,i,i,i
KCNQ1 inh,i,i,i,i,i,i,i,i
HDAC3 inhib,-12.8,-1.2,-1.3,1.4,-2.7,1.4,-7.9,-2.2
RGS4 pot,i,i,i,i,i,i,i,i
SKKanGAS inh,-3.2,5.2,3.6,-1.1,-3.9,26.3,-5.2,6.8
hERG rescue,-13.0,-7.9,-11.0,-10.9,-6.1,-7.0,-2.7,-8.3
KCNQ1 act,i,i,i,i,i,i,i,i

(9) CCc1ccccc1NC(=O)c1ccc(CN2CCC(Cc3ccccc3)CC2)cc1
(10) C=CCNC(=S)N1CCN(Cc2ccccc2)CC1
(11) Cc1ccccc1C(=O)Nc1sc(C)c(C)c1C(=O)c1ccccc1
(12) Cc1c(C(=O)C(=O)NCC2CCCO2)c2ccccc2n1C (stereo not drawn)
(13) CC(C)CC(NC(=O)C(NC(=O)C1OC2OC(C)(C)OC2C2OC(C)(C)OC12)C(C)C)C(=O)O (stereo not drawn)
(14) COc1cc(O)c(CC=C(C)C)c(O)c1C(=O)CCc1ccc(O)cc1
(15) COc1ccc(S(=O)(=O)Nc2cccc(-c3ccc4nncn4n3)c2)cc1
(16) Cn1c(NNC(=O)c2c(F)cccc2F)cc(=O)n(C)c1=O
Assay by compound,9,10,11,12,13,14,15,16
TMEM16A act,i,i,i,i,i,i,i,i
RGS4 inh,i,i,i,i,i,i,i,i
KCNK3 block,i,i,i,i,i,i,i,i
KCNK9 inh,i,i,i,i,i,-14.1*,i,i
ANO1 block,i,i,i,i,i,i,i,i
KCNQ1 inh,i,i,8*,i,i,i,i,i
HDAC3 inhib,-3.4,-0.9,8.8,5.1,-4.3,21.3,-1.7,.
RGS4 pot,i,i,i,i,i,-9.28*,i,i
SKKanGAS inh,-12.5,-0.7,20.4,0.3,-11.3,97.7*,3.0,-6.7
hERG rescue,-12.8,-5.3,-20.0,-16.3,-13.1,-15.3,-13.5,-9.8
KCNQ1 act,i,i,i,i,i,i,i,i

(17) Cc1ccc(N2C(=O)N(CC(=O)NC(N)=O)C(=O)C2C)cc1 (stereo not drawn)
(18) OC(CNCC(c1ccco1)N1CCCCC1)c1ccccc1 (stereo not drawn)
(19) O=C(O)C1CCN(C(=O)c2ccco2)CC1
(20) COCC1CCN(C(=O)C2CCC(=O)N(Cc3ccc(Cl)cc3)C2)CC1 (stereo not drawn)
(21) O=C(c1ccco1)N1CCN(c2ccccc2F)CC1
(22) CN(C)S(=O)(=O)c1cccc(N=C2SCCN2Cc2ccccc2)c1
(23) COc1cc2[nH]c(=S)nc(NCCC(C)C)c2cc1OC
(24) Cc1ccc(C)c(C(=O)CN2C(=O)NC3(CCCCCCC3)C2=O)c1
Assay by compound,17,18,19,20,21,22,23,24
TMEM16A act,i,i,i,i,i,i,i,i
RGS4 inh,i,i,i,i,i,i,i,i
KCNK3 block,i,i,i,i,i,i,i,i
KCNK9 inh,i,i,i,i,i,i,i,i
ANO1 block,i,i,i,i,i,100*,i,i
KCNQ1 inh,i,i,i,i,i,i,i,i
HDAC3 inhib,-4.2,0.4,?,-1.3,3.6,-2.7,0.8,1.0
RGS4 pot,i,i,i,i,i,i,i,i
SKKanGAS inh,0.3,-1.6,0.8,4.7,1.3,-12.6,-1.4,-2.8
hERG rescue,-10.9,5.9*,-6.5,-10.7,-5.1,-9.6,-9.0,-4.0
KCNQ1 act,i,i,i,i,i,i,i,i

(25) Cn1c(=O)c2c(nc(CN3CCN(Cc4ccccc4)CC3)n2Cc2ccc(F)cc2)n(C)c1=O
(26) O=C(c1ccc(S(=O)(=O)N2CCCCC2)cc1)N1CCCC(C(F)(F)F)C1 (stereo not drawn)
(27) O=C(Cn1[nH]c(=O)c2ccccc2c1=O)OCC(=O)c1ccc(F)cc1
(28) COc1cc(NC(=O)CCC2CCCC2)cc(-n2cnnn2)c1
(29) Cc1ccc(SCc2cn3c(C)cc(C)nc3n2)cc1
(30) CC(C)(C)C(=O)Nc1cc(NC(=O)C(C)(C)C)cc(C(=O)NNC(=O)c2ccncc2)c1
(31) Cc1ccc(-n2nnc3c(=O)n(CC(=O)OCc4ccccc4)cnc32)cc1
(32) O=C1c2ccccc2C(=O)N1OCc1ccc(Cl)cc1
Assay by compound,25,26,27,28,29,30,31,32
TMEM16A act,i,i,i,i,i,i,i,i
RGS4 inh,i,i,i,i,i,i,i,i
KCNK3 block,i,i,i,i,i,i,i,i
KCNK9 inh,i,i,i,i,i,i,i,i
ANO1 block,i,i,i,i,i,i,i,i
KCNQ1 inh,i,i,i,i,i,i,i,i
HDAC3 inhib,.,-5.6,0.3,-5.5,-1.0,-0.9,.,-4.5
RGS4 pot,i,i,i,i,i,i,i,i
SKKanGAS inh,-1.8,-12.0,-0.3,15.2,1.1,0.1,-3.0,-2.8
hERG rescue,-11.0,-7.4,-2.6,-3.3,-6.9,-7.3,-4.5,-6.5
KCNQ1 act,i,i,i,i,i,i,i,i

(33) CCSc1ccc(C(=O)Nc2ccc(Br)cn2)cc1[N+](=O)[O-]
(34) O=C(COC(=O)c1cnc(Cl)c(Cl)c1)NCc1cccs1
(35) Oc1ccc(-c2nnc(SCC3CCCCC3)o2)cc1
(36) Cc1cc(C)c(S(=O)(=O)NCc2cccs2)cc1C
(37) O=C(O)c1ccc(NS(=O)(=O)c2ccc3c(c2)OCCO3)cc1
(38) COc1ccc(-n2c(C)cc(C=O)c2C)cc1Cl
(39) Cc1ccc(OCC(=O)N(C)CCc2ccccn2)cc1
(40) O=C(NCc1ccccn1)c1ccc(OC2CCN(Cc3ccccc3O)CC2)cc1
Assay by compound,33,34,35,36,37,38,39,40
TMEM16A act,i,i,i,i,i,i,i,i
RGS4 inh,i,i,i,i,i,i,i,i
KCNK3 block,i,i,i,i,i,i,i,i
KCNK9 inh,i,i,i,i,i,i,i,i
ANO1 block,i,i,i,i,i,i,i,i
KCNQ1 inh,i,i,i,i,i,i,i,i
HDAC3 inhib,-7.4,-8.5,-1.4,-2.2,1.5,3.3,-6.7,0.6
RGS4 pot,i,i,i,i,i,i,i,i
SKKanGAS inh,-15.8,-2.6,-1.7,27.5,3.1,2.4,1.9,1.7
hERG rescue,-23.1,-9.8,-16.3,-3.0,-8.3,-10.1,-8.1,-4.0
KCNQ1 act,i,i,i,i,i,i,i,i

(41) CNC(=O)/C(C#N)=C/c1c(N2CCCCCC2)nc2ccccn2c1=O
(42) Fc1ccc(CNC(=S)NCc2cccc(Cl)c2)cc1
(43) O=c1[nH]c(=S)[nH]c2c1C(c1cc([N+](=O)[O-])c(N3CCOCC3)cc1N1CCOCC1)O2 (stereo not drawn)
(44) Cc1noc(C)c1C(=O)OCC(=O)c1c(N)n(CC(C)C)c(=O)n(C)c1=O
(45) COC(=O)CCC(=O)N1CCC(CCC(=O)NCc2ccc(F)cc2)CC1
(46) O=C(Nc1ccon1)c1ccc(S(=O)(=O)N2CCCCCC2)cc1
(47) O=C(/C=C/c1ccc(Cl)cc1)N1CCN(c2ccccc2[N+](=O)[O-])CC1
(48) Cc1cc(NC(=O)CSc2ncc(CO)n2Cc2ccc(F)cc2)no1
Assay by compound,41,42,43,44,45,46,47,48
TMEM16A act,i,i,i,i,i,i,i,i
RGS4 inh,i,i,i,i,i,i,i,i
KCNK3 block,i,-9.43*,i,i,i,i,i,i
KCNK9 inh,i,i,i,i,i,i,i,i
ANO1 block,i,i,i,i,i,i,i,i
KCNQ1 inh,i,i,i,i,i,i,i,i
HDAC3 inhib,-135.9,6.4,2.4,-0.6,-5.3,-5.0,3.2,6.9
RGS4 pot,i,i,i,i,i,i,i,i
SKKanGAS inh,2.3,1.5,-19.3,-0.3,0.2,-1.2,7.3,-1.6
hERG rescue,-6.8,-20.4,-5.5,-12.4,-8.4,-6.8,-18.6,-6.2
KCNQ1 act,i,i,i,i,i,i,i,i

(49) Cc1ccc[n+](-c2nc3ccccc3nc2C(=C=[N-])C#N)c1
(50) N#CC(C(=O)Nc1ccc(Cl)cc1)=C1Nc2ccccc2N1
(51) COCCNC(=O)C(c1ccc(C)cc1)N(CCOC)C(=O)CCC(=O)Nc1nccs1 (stereo not drawn)
(52) O=C(NCc1ccco1)/C(=C/c1ccccc1F)NC(=O)c1ccccc1
Assay by compound,49,50,51,52
TMEM16A act,i,i,i,i
RGS4 inh,i,i,i,i
KCNK3 block,i,i,i,i
KCNK9 inh,i,i,i,i
ANO1 block,i,i,i,i
KCNQ1 inh,i,i,i,i
HDAC3 inhib,8.9,-2.5,0.1,-0.8
RGS4 pot,i,i,i,i
SKKanGAS inh,-4.7&-2.7,-5.2,-3.5,-1.0
hERG rescue,-8.7&-10.5,2.0,-7.2,-9.8
KCNQ1 act,i,i,i,i

# A draw from above in order of SMILES length, lowest first:
(50) N#CC(C(=O)Nc1ccc(Cl)cc1)=C1Nc2ccccc2N1
(49) Cc1ccc[n+](-c2nc3ccccc3nc2C(=C=[N-])C#N)c1
(47) O=C(/C=C/c1ccc(Cl)cc1)N1CCN(c2ccccc2[N+](=O)[O-])CC1
Assay by compound,50,49,47
TMEM16A act,i,i,i
RGS4 inh,i,i,i
KCNK3 block,i,i,i
KCNK9 inh,i,i,i
ANO1 block,i,i,i
KCNQ1 inh,i,i,i
HDAC3 inhib,-2.5,8.9,3.2
RGS4 pot,i,i,i
SKKanGAS inh,-5.2,-4.7&-2.7,7.3
hERG rescue,2.0,-8.7&-10.5,-18.6
KCNQ1 act,i,i,i
